TrxR1 substrate: substrates of rat thioredoxin reductase 1; Potency, µM (series often up to 114 µM), for the others: at the top dose activity change, negative = substrate turnover; purified TrxR1 substrate turnover, NADPH consumption readout; 390,000 compounds, 0.01% hits; O89049; AID 588456; note: potency is the fitted concentration of half-maximal effect; % is set by controls: 0 for no effect and ±100 for the full control effect; nearly all actives have a fitted effect of over 50% in size
Target sequence (O89049 whole entry, looked up): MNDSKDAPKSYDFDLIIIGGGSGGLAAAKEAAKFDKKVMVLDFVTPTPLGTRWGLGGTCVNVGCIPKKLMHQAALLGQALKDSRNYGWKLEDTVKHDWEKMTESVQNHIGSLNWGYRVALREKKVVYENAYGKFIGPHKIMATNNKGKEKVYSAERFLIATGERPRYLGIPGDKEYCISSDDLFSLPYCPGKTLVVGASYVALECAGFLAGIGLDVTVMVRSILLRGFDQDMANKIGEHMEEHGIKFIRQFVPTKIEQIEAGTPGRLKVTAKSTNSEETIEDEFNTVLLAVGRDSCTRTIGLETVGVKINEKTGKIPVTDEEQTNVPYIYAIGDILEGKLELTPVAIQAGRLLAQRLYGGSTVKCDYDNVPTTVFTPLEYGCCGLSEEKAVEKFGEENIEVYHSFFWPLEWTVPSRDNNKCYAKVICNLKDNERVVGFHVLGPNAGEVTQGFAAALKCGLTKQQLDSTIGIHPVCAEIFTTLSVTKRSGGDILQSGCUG
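Rat TrxR1, dispensed at 90 nM, was prereduced with 400 uM NADPH (final) for 5 min at ~22 deg C, then incubated with compound 15 min before 400 uM selenite. A first-read NADPH fluorescence drop versus no-compound background flagged substrates.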
Vif-A3F inh: blocks the Vif interaction with APOBEC3F; HeLa A3F-eYFP + Vif (tagged APOBEC3F with the HIV-1 protein that degrades it), YFP fluorescence increase; Potency, µM (top dose mostly 46.1 µM), for the others: at the top dose activity, negative = active; 390,000 compounds, 0.2% hits; AID 602313; note: potency is the fitted concentration of half-maximal effect; % of control where 0% means no effect; nearly all actives have a fitted effect of over 65% in size
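Fluorescence increase (Ex 488/Em 500-530) after overnight compound treatment at 37 deg C flags inhibition of Vif-driven A3F-eYFP loss in stable HeLa A3F-eYFP/Vif cells seeded overnight beforehand.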
TrxR1 inh: blocks rat thioredoxin reductase 1; O89049; recombinant rTrxR1, NADPH fluorescence consumption, selenite substrate; Potency, µM (top dose mostly 114 µM), for inactives: at the top dose activity change, negative = inhibition, most hits filed as inhibitors; 390,000 compounds, 1% hits; AID 588453; note: potency is the fitted concentration of half-maximal effect; % is set by controls: 0 for no effect and ±100 for the full control effect; nearly all actives have a fitted effect of over 65% in size
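Rat TrxR1 (90 nM in the dispensed reagent) was pre-reduced with 400 uM NADPH for 5 min at room temperature, then incubated with compound for 15 min. After 400 uM selenite was added, NADPH fluorescence (Ex 340/Em 450 nm) was followed for 8 min.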
USP1 inh: inhibitors of human USP1/UAF1 deubiquitinase. recombinant USP1/UAF1, Ub-Rhodamine cleavage fluorescence. Potency, µM (series often up to 57.1 µM), for the others: at the top dose activity change, negative = inhibition, hits mostly inhibitors. 390,000 compounds, 0.23% hits; note: potency is the fitted concentration of half-maximal effect; % is set by controls: 0 for no effect and ±100 for the full control effect; nearly all actives have a fitted effect of over 60% in size; inactives centre near -12
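USP1/UAF1 complex (1 nM) preincubated 15 min at room temperature with compound, then Ub-Rho substrate (150 nM final) added. Kinetic fluorescence at 480/540 nm over 6 reads at 60 s intervals; 50 mM HEPES pH 7.8, 0.5 mM EDTA, 0.1 mg/ml BSA, 1 mM TCEP, 0.01% Tween-20.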
GRP78 ERSR act: ER stress response induction in glioma | U87-MG GRP78 promoter luciferase reporter, 16 h | Potency, µM, inactives show at the highest dose activation, hits mostly activators | 420,000 compounds, 0.02% hits | AID 602332; note: potency is the fitted concentration of half-maximal effect; series mostly up to about 76 µM; % of control where 0% means no effect; nearly all actives have a fitted effect of over 35% in size
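Stably transfected U87-MG human glioma cells carrying a GRP78-based luminescent sensor were seeded at 1000 cells/well, pin-dosed with compounds and incubated 16 h. Luciferase reagent was then added, and end-point luminescence was read after 10 min at room temperature.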
RGS4 inh: human RGS4 inhibition | P49798 | Transcreener GDP fluorescence polarization, RGS4-accelerated GTP hydrolysis | Potency, µM (top dose mostly 114 µM), inactives show top-dose activity change, negative = inhibition, usual class: inhibitors | 390,000 compounds, 0.039% hits | AID 504845; note: potency is the fitted concentration of half-maximal effect; % is set by controls: 0 for no effect and ±100 for the full control effect; nearly all actives have a fitted effect of over 75% in size; some results filed as inactive show a strong effect at the top dose
Target sequence (P49798 whole entry, looked up): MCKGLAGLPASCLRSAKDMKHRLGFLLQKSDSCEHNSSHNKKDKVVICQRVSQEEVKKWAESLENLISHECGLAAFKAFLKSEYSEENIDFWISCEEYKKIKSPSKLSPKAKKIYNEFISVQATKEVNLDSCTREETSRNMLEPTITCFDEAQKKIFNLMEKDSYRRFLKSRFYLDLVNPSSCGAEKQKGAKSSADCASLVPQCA
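MLSMR compounds (23 nl, pin-transferred) preincubated 10 min at room temperature with a 500nM (2x) first reagent, then RGS4 at 900nM (2x) plus Transcreener GDP mix added; fluorescence polarization (620/688 nm) read before and after 90 min at 30 °C.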
LDHA inh: LDHA (human) enzyme inhibition; purified LDHA, NADH/diaphorase-resazurin fluorescence; stronger effect = lower value; P00338; 480,000 compounds, 0.15% hits; activity change, % (values are at about 110 or 230 µM); in the data active = activity change below about -30%; inconclusive = mostly about -25% to -30%;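 note: plate controls were DMSO wells for no effect and wells without enzyme for full effect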
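Enzyme activity of human lactate dehydrogenase 5 (2 nM; 0.06 mM NADH, 0.2 mM pyruvate, 5 min, RT) is measured via a resazurin/diaphorase fluorescence readout of residual NADH.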
Vif-A3G inh: blocks the Vif interaction with human APOBEC3G. Q9HC16. HeLa A3G-eYFP + Vif (tagged APOBEC3G with the HIV-1 protein that degrades it), YFP fluorescence, overnight. Potency, µM (titrated, usually from 46.1 µM), inactives show at the top dose activity, negative = active, most hits filed as inhibitors. 410,000 compounds, 0.076% hits. AID 602310;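 note: potency is the fitted concentration of half-maximal effect; % is set by controls: 0 for no effect and ±100 for the full control effect; nearly all actives have a fitted effect of over 60% in size; hits raise eYFP signal because A3G escapes Vif-driven loss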
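Read-out is eYFP fluorescence (Ex 488/Em 500-530) from Vif-expressing HeLa A3G-eYFP cells; more signal means A3G escaped Vif-mediated degradation. Cells plated overnight, compound pinned in, incubated overnight at 37 deg C.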
mIDH1 inhibitor: blocks human mutant IDH1 R132H enzyme; IDH1-R132H enzyme, NADPH consumption, diaphorase/resazurin fluorescence; Potency, µM (doses to about 76.6 µM), for the others: at the top dose activity change, negative = inhibition, most hits filed as inhibitors; 390,000 compounds, 0.093% hits; AID 602179; O75874; note: potency is the fitted concentration of half-maximal effect; % is set by controls: 0 for no effect and ±100 for the full control effect; nearly all actives have a fitted effect of over 65% in size
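IDH1-R132H (0.5 ug/mL) preincubated 30 min with compound, then NADPH (0.016 mM) and alpha-KG (2 mM) added; 80 min at RT, pH 7.5. Remaining NADPH coupled via diaphorase/resazurin to fluorescence (540/590 nm); concentration-response curves normalized to no-enzyme control.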
* hit, by the source's call; [ ] = dose if it differs, or a comment. Unless noted, calls come from the whole dose curve; as a rule, active = well fitted curve in the direction sought with a large enough effect; inconclusive = small, poorly fitted or top-dose-only effect, or another doubt; inactive = no such curve, though single readings can be large; an effect the other way counts as inactive or inconclusive. These rows are one share of the data; rates above refer to the full screens.

For COCCn1c(C)cc(O)c(C(c2ccccc2OC)N2CCCCC2)c1=O (stereo not drawn) the results were TrxR1 substrate 5%[57.1 µM], Vif-A3F inh 0%, TrxR1 inh -14%[57.1 µM], USP1 inh -4%, GRP78 ERSR act 1%, RGS4 inh 35%, LDHA inh 2, Vif-A3G inh -4% and mIDH1 inhibitor -6%.
CCCCCCN1C=CC=C/C1=C\C=C(C#N)C#N was read as TrxR1 substrate 2%[57.1 µM], Vif-A3F inh inconclusive, TrxR1 inh 11%[57.1 µM], USP1 inh inconclusive, GRP78 ERSR act -2%, RGS4 inh -14%, LDHA inh -4, Vif-A3G inh inconclusive and mIDH1 inhibitor 6%.
For Cc1nn(-c2ccc(Cl)cc2)c(N)c1C(O)(CSc1nccn1C)C(F)(F)F (stereo not drawn) the results were TrxR1 substrate -7%[57.1 µM], Vif-A3F inh 4%, TrxR1 inh inconclusive, USP1 inh -4%, GRP78 ERSR act 8%, RGS4 inh 24%, LDHA inh 4, Vif-A3G inh 0% and mIDH1 inhibitor 6%.
Screening O=C(NCc1ccc(F)cc1)c1ccc(NC(=O)C2CCCO2)cc1 (stereo not drawn) returned TrxR1 substrate 5%, Vif-A3F inh -11%, TrxR1 inh 20%, USP1 inh inconclusive, GRP78 ERSR act -3%, RGS4 inh 5%, LDHA inh -7, Vif-A3G inh -3% and mIDH1 inhibitor -17%.
Screening COc1ccc2[nH]c3c(=O)n(Cc4ccc(C(=O)N5CCCCCC5)cc4)c(=S)[nH]c3c2c1 returned TrxR1 substrate -1%, Vif-A3F inh 6%, TrxR1 inh 6%, USP1 inh -2%, GRP78 ERSR act -1%, RGS4 inh 4%[56.9 µM], LDHA inh -11, Vif-A3G inh 3% and mIDH1 inhibitor -15%.
Screening COc1ccnc(N=CNOCc2ccc(Cl)cc2)c1C#N returned TrxR1 substrate 11%, Vif-A3F inh -4%, TrxR1 inh 19%, USP1 inh -13%, GRP78 ERSR act -3%, RGS4 inh 1%, LDHA inh -11, Vif-A3G inh -1% and mIDH1 inhibitor 1%.
COc1cccc(CN(C)C(=O)c2cc(S(=O)(=O)NC3CCCCC3)ccc2C)c1 was read as TrxR1 substrate 10%, Vif-A3F inh -6%, TrxR1 inh 9%, USP1 inh -4%, GRP78 ERSR act -3%, RGS4 inh -15%, LDHA inh 1, Vif-A3G inh -2% and mIDH1 inhibitor 4%.
CCc1nnc(NC(=O)CSc2nc3c([nH]c4ccccc43)c(=O)n2-c2ccc(Cl)cc2)s1 was read as TrxR1 substrate 6%[57.1 µM], Vif-A3F inh -8%, TrxR1 inh 25%[57.1 µM], USP1 inh -23%, GRP78 ERSR act -5%, RGS4 inh -9%, LDHA inh -9, Vif-A3G inh -12% and mIDH1 inhibitor -8%.
COc1ccc(C(=O)Nc2ccc(-c3cc(C(F)(F)F)nn3-c3ccccc3)cc2)cc1OC was read as TrxR1 substrate -4%[57.1 µM], Vif-A3F inh 3%, TrxR1 inh 24%[57.1 µM], USP1 inh -25%, GRP78 ERSR act -3%, RGS4 inh 3%, LDHA inh -1, Vif-A3G inh -5% and mIDH1 inhibitor 0%.
COc1cc(/C=C/C(=O)OCC(=O)NC(=O)NC2CCCCC2)ccc1OC(F)F was read as TrxR1 substrate 0%, Vif-A3F inh 1%, TrxR1 inh 46%[activator], USP1 inh -16%, GRP78 ERSR act 1%, RGS4 inh -31%, LDHA inh 0, Vif-A3G inh -1% and mIDH1 inhibitor 16%.
COc1ccccc1NS(=O)(=O)c1c(C)[nH]c(C)c1C(=O)N1CCCC1 was read as TrxR1 substrate -2%, Vif-A3F inh 2%, TrxR1 inh 16%, USP1 inh -21%, GRP78 ERSR act -1%, RGS4 inh -17%[56.9 µM], LDHA inh -12, Vif-A3G inh -1% and mIDH1 inhibitor -9%.
For Cc1ccccc1CC(=O)N1CCCC(CCC(=O)N2CCN(c3ccccn3)CC2)C1 (stereo not drawn) the results were TrxR1 substrate 12%, Vif-A3F inh -2%, TrxR1 inh 13%, USP1 inh -24%, GRP78 ERSR act -4%, RGS4 inh -5%, LDHA inh -1, Vif-A3G inh 1% and mIDH1 inhibitor 5%.
For Nn1c(SCC(=O)Nc2ccc3c(c2)OCCO3)nncc1=O the results were TrxR1 substrate -1%, Vif-A3F inh -8%, TrxR1 inh 31%, USP1 inh -11%, GRP78 ERSR act 3%, RGS4 inh 15%, LDHA inh 0, Vif-A3G inh 1% and mIDH1 inhibitor 3%.
COc1ccc(-c2oc3ncn4nc(-c5ccccc5OC)nc4c3c2-c2ccc(OC)cc2)cc1 was read as TrxR1 substrate -2%, Vif-A3F inh -2%, TrxR1 inh 2%, USP1 inh -13%, GRP78 ERSR act -4%, RGS4 inh 11%, LDHA inh -5, Vif-A3G inh 2% and mIDH1 inhibitor 0%.
For Oc1ccc(N=Nc2n[nH]c(-c3ccccc3)n2)cc1 the results were TrxR1 substrate -20%, Vif-A3F inh 0%, TrxR1 inh -20%, USP1 inh -16%, GRP78 ERSR act -3%, RGS4 inh 26%, LDHA inh -2, Vif-A3G inh -5% and mIDH1 inhibitor 3%.
`CCOc1ccc(NC(=S)N=Nc2c(O)[nH]c3ccccc23)cc1` gave TrxR1 substrate 7%[57.1 µM], Vif-A3F inh inconclusive, TrxR1 inh 18%[57.1 µM], USP1 inh 3%, GRP78 ERSR act -2%, RGS4 inh -20%, LDHA inh -11, Vif-A3G inh 2% and mIDH1 inhibitor 1%.
Cc1cccc(NC(=O)NCc2ccc3[nH]c(C)cc3c2)c1 was read as TrxR1 substrate 1%, Vif-A3F inh -9%, TrxR1 inh 13%, USP1 inh -20%, GRP78 ERSR act 1%, RGS4 inh 4%, LDHA inh -12, Vif-A3G inh -4% and mIDH1 inhibitor 15%.
Screening Cc1nonc1OCC(C)(COc1nonc1C)NC(=O)c1ccc(Cl)cc1 returned TrxR1 substrate 6%[57.1 µM], Vif-A3F inh -5%, TrxR1 inh 21%[57.1 µM], USP1 inh -6%, GRP78 ERSR act -2%, RGS4 inh 3%, LDHA inh -1, Vif-A3G inh 1% and mIDH1 inhibitor 1%.
Cc1ccc(NC(=O)COc2coc(CN3c4ccccc4CC3C)cc2=O)c(C)c1 (stereo not drawn) was read as TrxR1 substrate -17%, Vif-A3F inh 2%, TrxR1 inh -16%, USP1 inh -22%, GRP78 ERSR act -3%, RGS4 inh -3%, LDHA inh 3, Vif-A3G inh 4% and mIDH1 inhibitor 5%.
Cc1ccc(S(=O)(=O)N2CCN(C(=O)c3ccc(-n4cncn4)c([N+](=O)[O-])c3)CC2)cc1 was read as TrxR1 substrate 2%, Vif-A3F inh 3%, TrxR1 inh 15%, USP1 inh -12%, GRP78 ERSR act 3%, RGS4 inh -24%, LDHA inh 5, Vif-A3G inh 2% and mIDH1 inhibitor 2%.
For CC1CCN(C(=O)COC(=O)CCCN2C(=O)c3cccc4cccc(c34)C2=O)CC1 the results were TrxR1 substrate 12%, Vif-A3F inh 1%, TrxR1 inh -8%, USP1 inh -17%, GRP78 ERSR act 0%, RGS4 inh 10%, LDHA inh 3, Vif-A3G inh 1% and mIDH1 inhibitor 3%.
`Cc1ccnn1-c1ccc(C(=O)N2CCCN(S(=O)(=O)c3ccc(F)cc3)CC2)cc1` gave TrxR1 substrate 10%, Vif-A3F inh 0%, TrxR1 inh 23%, USP1 inh -19%, GRP78 ERSR act -3%, RGS4 inh 17%, LDHA inh -7, Vif-A3G inh 5% and mIDH1 inhibitor 0%.
For O=C(N/N=C/c1ccc2c(c1)OCO2)c1ccc2c(c1)OCCO2 the results were TrxR1 substrate -10%, Vif-A3F inh -11%, TrxR1 inh -15%, USP1 inh -21%, GRP78 ERSR act -2%, RGS4 inh -9%, LDHA inh -3, Vif-A3G inh inconclusive and mIDH1 inhibitor 7%.
Screening O=C(Cn1nc(Cc2ccncc2)c2ccccc2c1=O)N1CCN(C(=O)c2ccco2)CC1 returned TrxR1 substrate 2%[57.1 µM], Vif-A3F inh 5%, TrxR1 inh 17%[57.1 µM], USP1 inh -4%, GRP78 ERSR act -4%, RGS4 inh 9%, LDHA inh -1, Vif-A3G inh 1% and mIDH1 inhibitor 11%.
For COc1cccc(NC(=O)CN2C(=O)NC(CCc3ccccc3)C2=O)c1 (stereo not drawn) the results were TrxR1 substrate -2%, Vif-A3F inh -5%, TrxR1 inh 20%, USP1 inh -18%, GRP78 ERSR act -5%, RGS4 inh -4%, LDHA inh -7, Vif-A3G inh 0% and mIDH1 inhibitor -2%.
For Cc1cc2oc(C(=O)Nc3nonc3C)c(C)c2cc1C the results were TrxR1 substrate 1%, Vif-A3F inh -8%, TrxR1 inh 10%, USP1 inh -20%, GRP78 ERSR act -2%, RGS4 inh -12%, LDHA inh -4, Vif-A3G inh 0% and mIDH1 inhibitor 0%.

Compound activity (PubChem BioAssay)
